# Source: PubChem BioAssay
# Tat export inh = blocks Tat-dependent protein export in E. coli; inhibition, % at 10 µM; E. coli MC4100 TorA-mCherry Tat export, fluorescence; 340,000 tested, 0.036% active;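 active means mean replicate inhibition at least 50% and at least half of replicates individually reaching 50%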;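 further: exported cargo escapes ClpAP degradation while cytoplasmic cargo is degraded and loses fluorescence; 0% = median of neutral control wells and 100% = median of NaSCN control wells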
# AddAB inh = less growth of phage-infected E. coli with AddAB | E. coli expressing H. pylori AddAB, absorbance growth | inhibition, % at 11.9 µM | 330,000 tested, 0.29% active | AID 435030; in the data active means inhibition above about 12%;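 further: 0% = vehicle wells of infected cells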
# MITF act = increases MITF-driven TRPM1 promoter luciferase signal; activation, % at 12.5 µM; 300,000 tested, 0.75% active; SK-MEL-5 TRPM1-promoter luciferase, 24 h; % of positive control, neutral wells = 0;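 active means mean activation of at least 80% with every replicate also reaching 80%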;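 further: 0% = neutral control wells and 100% = parthenolide positive control wells; values of inactives mirror those of a sister screen read the other way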
# Ecoli viability = reduces bacterial viability in AddAB counter-screen; E. coli V3065 growth, OD600 absorbance, 18 h; AID 449728; inhibition, % at 11.9 µM; 330,000 tested, 0.27% active;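 active means inhibition above the campaign's mean inhibition across all tested compounds plus 3 SD, cut at about 9.9% in these data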;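 further: uninfected addAB+ strain grown without phage in ampicillin broth; 0% = DMSO wells and 100% = ciprofloxacin 0.95 µg/ml wells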
# Wnt act = activates Wnt/beta-catenin signaling in a reporter cell assay | activator, plate reader | activation, % at 9.35 µM | 300,000 tested, 1.2% active; in the data active means activation above about 30%, passing the limit was not always enough;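 further: 0% = neutral control wells and 100% = positive control wells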
# phage Ecoli inh = E. coli growth loss with phage present | growth absorbance | inhibition, % at 11.9 µM | 360,000 tested, 0.26% active; in the data active means inhibition above about 11%
# SR-BI HDL uptake = blocks mouse SR-BI lipid uptake from DiI-HDL; inhibition, % at 12.5 µM; ldlA[mSR-BI] CHO cells, DiI-HDL uptake fluorescence, 3 h; AID 488896; 320,000 tested, 0.96% active; Q61009;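 active means mean replicate inhibition of at least 70% and a set share of replicates each scoring 70 or more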;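 further: 0% = median of neutral control wells and 100% = median of positive control wells; values of inactives mirror those of a sister screen read the other way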
# Target sequence (Q61009 whole entry, looked up): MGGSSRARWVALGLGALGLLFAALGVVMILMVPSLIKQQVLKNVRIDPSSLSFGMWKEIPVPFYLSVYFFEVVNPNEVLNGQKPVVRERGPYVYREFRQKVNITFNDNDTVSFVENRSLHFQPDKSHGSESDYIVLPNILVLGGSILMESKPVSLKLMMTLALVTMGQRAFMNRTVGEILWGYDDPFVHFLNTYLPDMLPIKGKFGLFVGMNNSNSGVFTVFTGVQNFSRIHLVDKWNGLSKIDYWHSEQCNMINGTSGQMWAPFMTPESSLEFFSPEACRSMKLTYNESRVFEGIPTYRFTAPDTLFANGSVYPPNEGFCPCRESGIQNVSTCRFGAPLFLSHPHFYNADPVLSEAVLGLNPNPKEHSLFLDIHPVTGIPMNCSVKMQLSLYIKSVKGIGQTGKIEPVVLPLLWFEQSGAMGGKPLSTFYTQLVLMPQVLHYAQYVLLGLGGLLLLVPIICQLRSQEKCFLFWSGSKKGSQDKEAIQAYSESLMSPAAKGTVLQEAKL
# CAL PDZ FP-1 = blocks peptide binding to the human CAL PDZ domain; purified CAL PDZ, TMR-peptide fluorescence polarization, 1 h; Q9HD26; inhibition, % at 24.9 µM; AID 602252; 300,000 tested, 0.92% active;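 active means mean inhibition of at least 30% with at least half of replicates also reaching 30%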;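 further: 0% = DMSO neutral control and 100% = excess unlabeled competitor peptide PRC23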
# CAL PDZ FP-2 = inhibitors of human CAL PDZ peptide binding. purified CAL PDZ, TMR-peptide fluorescence polarization, 1 h. inhibition, % at 20 µM. 330,000 tested, 0.02% active. AID 504414;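 active means highest replicate inhibition of at least 40%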;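 further: plate controls were DMSO neutral control wells for no effect and unlabeled competitor peptide control wells for full effect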
#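 System: purified tagged CAL PDZ domain construct (CerCALP). Schedule: 1 h incubation at room temperature before polarization reading. Medium: 25 mM sodium phosphate pH 7.4, 150 mM NaCl, TCEP, IgG, Thesit. Read-out: percent inhibition from loss of millipolarization. Measured by: FP readout, S and P plane fluorescence. Probe or stimulus: fluorescent TMR peptide probe.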
# SR-BI uptake up = SR-BI HDL lipid transfer activation. CHO ldlA[mSR-BI] cells, DiI-HDL uptake fluorescence, 3 h; 100 = double the neutral-control signal. activation, % at 12.5 µM. 320,000 tested, 0.096% active. AID 504775;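 active means mean replicate activation of at least 60% and every replicate at or above 60%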;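 further: 0% = median plate neutral-control signal and 100% = twice that signal; values of inactives mirror those of a sister screen read the other way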
#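 system = CHO ldlA[mSR-BI] cells, LDL receptor-null, SR-BI overexpressing | medium = Ham's F12 with 0.5% BSA, HEPES 25 mM, pH 7.4 | probe or stimulus = DiI-HDL 10 µg/mL | compound dosing = single-point compound dose | incubation = compound exposure 3 h, 37 °C | technique = DiI fluorescence, bottom read | read-out = cell-associated DiI fluorescence as measure of HDL uptake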
# * = called active by the depositor; · = not tested or not shown. Not a hit list. Share with any hit: about 3.6%.
No.	Molecule	Tat export inh	AddAB inh	MITF act	Ecoli viability	Wnt act
1	COc1ccccc1/C=C/C(=O)NCC(=O)N/N=C(\CCC(=O)O)c1ccccc1	-10	0.8	-1	-2.0	·
2	CCS(=O)(=O)N1CCN(c2ccc(Cl)cc2[N+](=O)[O-])CC1	-4	1.6	-9	-0.5	·
3	COc1cc(C(=O)NNC(=O)NC2CCCCC2)cc(OC)c1OC	-1	1.9	2	-1.5	·
4	COc1ccc(-n2c(Cc3cccn3C)nnc2SCC(=O)Nc2nc(C)cs2)cc1	27	15*	-5	8.8	-2
5	CN(C)c1ccc(P(=O)(CC(=O)N/N=C/c2ccc(C#N)cc2)OCCCl)cc1 (centres undefined)	-3	0.7	14	0.3	0
6	COc1ccc(-c2ccc(SCC(=O)N3CCOCC3)nn2)cc1OC	5	2.5	2	-0.3	·
7	CC(C)(C)OC(=O)N1Cc2ccccc2C[C@H]1C(=O)O	8	3.9	·	0.8	-1
8	Clc1ccc(-c2nnc3n2CCCC3)cc1Cl	-6	-0.7	-4	-0.6	·
9	O=C1CCCC2=C1C(c1ccc3c(c1)OCO3)c1c([nH]n(-c3ccccc3)c1=O)N2 (centres undefined)	0	0.0	-17	0.2	2
10	CCN(CC)C(=O)c1cccc(NC(=O)C2=COCCO2)c1	-2	-0.7	-5	-1.9	0

No.	phage Ecoli inh	SR-BI HDL uptake	CAL PDZ FP-1	CAL PDZ FP-2	SR-BI uptake up
1	4.8	5	1	-3.1	-5
2	1.6	·	-4	0.0	·
3	0.9	-5	3	-0.9	5
4	3.3	10	-1	0.4	-10
5	3.3	-2	-4	-2.4	2
6	3.4	-15	0	-0.3	15
7	4.8	-21	·	0.2	21
8	1.1	-31	0	-0.4	31
9	1.8	-9	·	0.3	9
10	0.1	-11	·	-0.8	11

# Single records, from the list above.
# `COc1ccc(-n2c(Cc3cccn3C)nnc2SCC(=O)Nc2nc(C)cs2)cc1` is listed as Tat export inh: 27; AddAB inh: 15*; MITF act: -5; Ecoli viability: 8.8; Wnt act: -2; phage Ecoli inh: 3.3; SR-BI HDL uptake: 10; CAL PDZ FP-1: -1; CAL PDZ FP-2: 0.4; SR-BI uptake up: -10
# `COc1ccc(-c2ccc(SCC(=O)N3CCOCC3)nn2)cc1OC` is listed as Tat export inh: 5; AddAB inh: 2.5; MITF act: 2; Ecoli viability: -0.3; Wnt act: ·; phage Ecoli inh: 3.4; SR-BI HDL uptake: -15; CAL PDZ FP-1: 0; CAL PDZ FP-2: -0.3; SR-BI uptake up: 15

# Continuation.
No.	Molecule	Tat export inh	AddAB inh	MITF act	Ecoli viability	Wnt act
11	CCNC(=S)N/N=C(\C)c1ccc(N2CCOCC2)cc1	-1	3.4	3	3.7	-4
12	CCN(Cc1ccccc1)C(=O)COC(=O)CNS(=O)(=O)c1ccc(C)cc1	-2	0.6	1	-1.2	4
13	COc1ccc2c(c1OC)C(=O)OC2CC(=O)c1ccc(O)c(O)c1 (centres undefined)	4	-2.6	-3	-1.4	·
14	Cc1ccccc1C(=O)Nc1ccccc1NC(=O)c1ccccc1C	0	·	1	·	-5
15	Clc1ccccc1-c1nc(-c2ccc(Br)o2)no1	-7	0.7	·	-1.2	24
16	C=CCn1cc(-c2ccc(Cl)cc2)cc(C#N)c1=O	-8	0.5	9	-2.5	·
17	Cc1ccc2c(c1)C(O)(C1COC(C)(C)CC1=O)C(=O)N2C (centres undefined)	7	-1.8	0	-1.2	0
18	CC(Oc1ccccc1)c1ccnc2nc(N3CCOCC3)nn12 (centres undefined)	3	2.6	5	1.5	3
19	CC(C)OC(=O)c1c(NC(=O)c2cccs2)sc2c1CCCC2	0	-0.3	16	4.6	·
20	COc1ccccc1C(CNC(=O)c1cccc(NS(=O)(=O)c2ccc(Br)cc2)c1)N(C)C (centres undefined)	1	-0.3	2	-0.3	-2

No.	phage Ecoli inh	SR-BI HDL uptake	CAL PDZ FP-1	CAL PDZ FP-2	SR-BI uptake up
11	3.9	29	0	-1.1	-29
12	-0.1	13	-2	-1.0	-13
13	-0.6	5	·	0.0	-5
14	4.6	17	1	-1.0	-17
15	0.5	-37	-2	-1.6	37
16	1.9	4	-2	·	-4
17	6.1	-1	-1	-0.6	3
18	4.3	-1	2	0.1	1
19	-1.5	44	3	·	-44
20	2.7	-9	-9	-3.7	9

# (further entries)
No.	Molecule	Tat export inh	AddAB inh	MITF act	Ecoli viability	Wnt act
21	CC1Cc2cc(/C(O)=C3/C(=O)C(=O)N(CCCn4ccnc4)C3c3ccncc3)ccc2O1 (centres undefined)	1	3.8	9	2.6	·
22	CC(C)CCN1C(=O)CCC1(C)C(=O)NC1CCCCCCC1 (centres undefined)	2	1.7	4	3.0	-5
23	O=C(CCc1ccccc1)Nc1ccccc1C(F)(F)F	-7	-0.1	21	-2.5	-3
24	O=C(NCc1ccccc1)/C(NC(=O)c1ccccc1)=C(/Sc1ccccn1)c1ccccc1	0	0.7	1	2.5	·
25	O=C(NC1CCCC1)C(c1ccccn1)N(Cc1ccc(F)cc1)C(=O)c1csnn1 (centres undefined)	-4	1.7	4	0.4	-2
26	CCNC(=S)N1CC(C)OC(C)C1 (centres undefined)	-6	-0.9	·	-2.5	-2
27	OCCN1CCN(CC(O)C(F)(F)F)CC1 (centres undefined)	10	-0.5	-7	1.8	0
28	COc1ccc(OC)c(NC(=O)CCNS(=O)(=O)c2ccc3[nH]c(=O)oc3c2)c1	2	1.8	1	-0.3	0
29	Cc1ccc2cc(CCNC(=O)c3ccc4c(c3)OCO4)c(=O)[nH]c2c1C	4	-0.4	-10	2.0	-5
30	COc1ccc2c(C(=O)CN(C)C3CCCCC3)c[nH]c2c1	-1	2.4	-3	-0.5	·

No.	phage Ecoli inh	SR-BI HDL uptake	CAL PDZ FP-1	CAL PDZ FP-2	SR-BI uptake up
21	2.0	-19	-1	-0.4	19
22	3.4	-25	-2	-0.4	25
23	3.0	1	-4	-0.8	2
24	2.2	·	-3	-0.5	·
25	1.4	-9	51*	-0.7	9
26	3.0	-22	-2	3.1	22
27	4.1	3	0	-3.4	-3
28	-3.9	-5	-1	-2.0	5
29	3.0	·	·	0.2	·
30	1.1	4	-5	-1.3	-4

# Carrying on:
No.	Molecule	Tat export inh	AddAB inh	MITF act	Ecoli viability	Wnt act
31	O=S(=O)(Nc1ccc(-c2ccc(NS(=O)(=O)c3ccccc3)cc2)cc1)c1ccccc1	-6	·	-3	·	-3
32	CCNc1nc(NCC)n2c(SCC(=O)Nc3ccccc3)nnc2n1	4	-0.2	-6	3.8	2
33	COc1ccc(-c2cn(CCO)nc2-c2ccc(OC)cc2)cc1	2	1.4	-5	-0.9	1
34	O=S(=O)(c1cccc(C(F)(F)F)c1)N1CCC(c2cc(-c3cccc4ccccc34)n[nH]2)CC1	-6	2.2	-7	-0.6	-10
35	O=Nc1ccc(NOC(=O)c2ccccc2)cc1	-3	1.5	-6	0.3	1
36	Cc1cccc(C)c1-n1cccc1/C=C1\SC(=S)N(c2cccc(C(=O)O)c2)C1=O	28	0.4	4	-0.5	8
37	CSc1ccccc1NC(=O)COc1ccc(Cl)cc1C	9	5.3	15	-0.5	1
38	COc1cc(CN2CCCC(C(=O)c3ccccc3SC)C2)cc(OC)c1 (centres undefined)	1	4.5	-3	-0.3	-4
39	Oc1cc(O)cc(/C=C/c2ccc(O)c(O)c2)c1	12	-0.1	76	1.0	-20
40	COc1ccccc1OCCNC(=O)c1cccc(S(=O)(=O)N2CC(C)OC(C)C2)c1 (centres undefined)	1	-0.3	3	1.4	-2

No.	phage Ecoli inh	SR-BI HDL uptake	CAL PDZ FP-1	CAL PDZ FP-2	SR-BI uptake up
31	3.4	29	-3	-2.1	-29
32	1.1	-35	3	-0.1	35
33	0.8	33	-4	-1.0	-33
34	3.4	11	-8	-0.1	-11
35	2.3	-6	2	-0.8	6
36	0.7	39	-8	-0.8	-39
37	4.4	46	-7	-1.3	-46
38	3.1	-3	-2	-1.6	3
39	2.6	20	1	1.9	-20
40	2.9	6	1	-1.8	-6

# Next results:
No.	Molecule	Tat export inh	AddAB inh	MITF act	Ecoli viability	Wnt act
41	CCCNC(=O)c1ccc(N2CCC3(CC2)CC(c2ccccc2)=NO3)c(NC(=O)c2ccco2)c1	11	-0.7	-16	-4.4	-5
42	Cc1cccc(CS(=O)(=O)c2cn(CC(=O)N3CCOCC3)c3ccccc23)c1	-7	-1.7	14	0.2	1
43	COc1ccc(OC)c(C2=NOC(C(=O)N3CCN(c4ccccc4)CC3)C2)c1 (centres undefined)	9	-1.7	6	-2.7	-4
44	CCOc1ccc(OCC)c(NC(=O)CSc2nnc(C3CC3)n2CC)c1	-10	1.1	2	-0.6	1
45	Cc1ccc(C)c(NC(=S)NC23CN4CN(CN(C4)C2)C3)c1	6	1.3	-4	0.3	1
46	O=C(N[C@@H](Cc1ccccc1)C(=O)OCc1ccccc1)c1nc[nH]c1C(=O)N1CCc2ccccc2C1	4	1.6	-1	-2.6	-14
47	CC1(C)CC(NC(=O)c2ccc(Cl)c(Cl)c2)CC(C)(C)N1	-9	0.9	-3	2.1	0
48	CO/N=C/c1ccc(N2CCN(C(=O)c3ccc(F)cc3)CC2)c([N+](=O)[O-])c1	3	2.3	7	-1.0	-3
49	COc1ccc(OC(=O)c2ccncc2)cc1	-4	-0.2	·	1.5	·
50	CC(C)C(NS(=O)(=O)c1cccc2nsnc12)C(=O)NC1CCCCC1C (centres undefined)	1	3.2	0	3.1	·

No.	phage Ecoli inh	SR-BI HDL uptake	CAL PDZ FP-1	CAL PDZ FP-2	SR-BI uptake up
41	-2.1	50	-3	-2.1	-50
42	3.0	34	-1	1.0	·
43	0.9	71*	-5	-0.2	-71
44	0.2	·	-3	-1.5	·
45	1.9	5	-1	-2.2	-5
46	1.1	-28	-2	-1.7	28
47	0.5	·	-9	-0.8	·
48	2.6	10	-2	-0.5	-10
49	1.9	11	1	·	-11
50	·	-24	·	-0.4	24

# Remaining list, next part
No.	Molecule	Tat export inh	AddAB inh	MITF act	Ecoli viability	Wnt act
51	Cc1ccc(C(=O)N2CCCC(Nc3cccc(F)c3)C2)cc1N1CCNC1=O (centres undefined)	-2	-1.3	12	-1.2	8
52	CCN1CCN(CCCNC(=O)CN2C(=O)c3cccnc3Oc3ccc(Cl)cc32)CC1	-5	-0.1	-6	-0.3	-4
53	NC(=O)c1ccccc1-c1nc(-c2ccccc2)no1	1	1.4	·	1.7	·
54	Cc1cccc(N2CCN(S(=O)(=O)c3c(C)nc4scc(C)n4c3=O)CC2)c1C	5	3.0	-12	-0.3	-1
55	COc1ccc(C2c3ccsc3CCN2C(C)=O)cc1 (centres undefined)	2	1.4	13	-1.4	3
56	CCOCCCn1c(=S)[nH]c2cc(C(=O)NC3CCCC(C)C3C)ccc2c1=O (centres undefined)	2	-1.1	-9	-1.8	-4

No.	phage Ecoli inh	SR-BI HDL uptake	CAL PDZ FP-1	CAL PDZ FP-2	SR-BI uptake up
51	2.5	20	0	-2.5	-20
52	1.1	-5	-1	-0.7	5
53	3.7	-14	0	-0.1	14
54	-0.3	-12	4	-2.6	12
55	0.3	5	3	0.6	-5
56	-0.2	0	62*	-0.6	0
